Screening data deposited in PubChem by several laboratories.
H9c2 protect: modulators protecting cardiomyocytes from myocardial damage. H9c2 cardiomyocytes, H2O2 injury protection, ATPLite, 2 h. protection from H2O2 cell death, % at 20 µM. hit rate 0.63% among 360,000. AID 588492;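 active = compounds giving at least 50% protection of heart cells from peroxide-induced death in the single-dose screen, raw or plate-pattern-corrected value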;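 also: 0% = DMSO wells with peroxide and 100% = DMSO wells without peroxide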
m5-HT2A agonist: activates the mouse 5-HT2A serotonin receptor; hit rate 0.66% among 360,000; activation, % at 7.6 µM; P35363; CHO-K1 mHTR2A beta-arrestin complementation, luminescence; percent of 30 µM serotonin response;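 active = activation above a run cutoff, the mean activation of all tested compounds plus 3 SD, cut at about 14% in these data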;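 also: 0% = plate median of compound wells and 100% = 30 µM serotonin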
Target sequence (P35363 whole entry, looked up): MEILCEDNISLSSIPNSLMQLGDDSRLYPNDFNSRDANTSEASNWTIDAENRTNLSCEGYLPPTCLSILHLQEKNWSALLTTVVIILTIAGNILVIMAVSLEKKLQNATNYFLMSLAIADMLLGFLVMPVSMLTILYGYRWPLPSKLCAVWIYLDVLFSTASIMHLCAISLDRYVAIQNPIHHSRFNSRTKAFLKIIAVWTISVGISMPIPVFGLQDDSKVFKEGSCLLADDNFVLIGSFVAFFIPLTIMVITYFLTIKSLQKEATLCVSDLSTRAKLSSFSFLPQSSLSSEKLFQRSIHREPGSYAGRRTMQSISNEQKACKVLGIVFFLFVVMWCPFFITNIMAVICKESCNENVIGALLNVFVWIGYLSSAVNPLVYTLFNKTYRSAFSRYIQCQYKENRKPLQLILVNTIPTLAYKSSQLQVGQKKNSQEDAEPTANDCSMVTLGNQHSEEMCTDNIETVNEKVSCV
PDI turbidity: PDI (human) enzyme inhibition. AID 588391. PDI insulin aggregation turbidity, A650, 90 min. P07237. inhibition, % at 10 µM. hit rate 0.052% among 350,000;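 active = mean inhibition across replicates of 30% or more, whatever share of single replicates reach that level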;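 also: absorbance from insulin aggregation driven by PDI reduction with DTT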
MC4R antag cAMP: blocks human MC4R cAMP signaling; P32245; MC4R-expressing cells, MTII-stimulated cAMP, LANCE TR-FRET; inhibition, % at 6.5 µM; hit rate 0.48% among 360,000;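 active = inhibition above its plate's cutoff, the mean of tested wells on that plate plus 3 SD, cut at about 29% in these data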;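 also: 0% = Melanotan II alone and 100% = Melanotan II plus saturating MCL0020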
Target sequence (P32245 whole entry, looked up): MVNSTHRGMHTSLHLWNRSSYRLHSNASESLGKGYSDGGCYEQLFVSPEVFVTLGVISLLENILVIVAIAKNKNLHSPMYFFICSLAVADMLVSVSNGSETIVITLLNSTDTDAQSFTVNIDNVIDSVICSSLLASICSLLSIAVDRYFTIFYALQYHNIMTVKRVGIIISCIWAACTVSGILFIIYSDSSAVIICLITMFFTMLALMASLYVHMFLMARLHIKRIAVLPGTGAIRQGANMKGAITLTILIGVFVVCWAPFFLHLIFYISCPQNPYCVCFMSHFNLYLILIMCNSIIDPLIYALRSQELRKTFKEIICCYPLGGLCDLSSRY
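System: U2OS-MC4R stable cell line; Technique: Eu-cAMP/anti-cAMP TR-FRET, emission 671 nm; Repeats: single well per compound; Also added: Melanotan II; Dosing: one concentration, 6.5 µM nominal; Schedule: 30-min compound, 1-h challenge, 1-h detection, room temperature.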
aDG glyco act: alpha-DG glycosylation activation; Pro5-aDG cells, alpha-DG glycosylation AlphaScreen (IIH6); 0% Pro5, 100% B10-LARGE cell signal; activation, % at 10 µM; hit rate 0.22% among 360,000; AID 624168;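 active = activation of at least 8% versus controls, or a plate z-score of at least 8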;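 also: Pro5 are CHO cells carrying HIG-tagged alpha-DG that lacks glycosylation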
Glyco luc inh: N-linked glycosylation inhibition; D54 ERlucT glycosylation luciferase reporter, 24 h; percent of 100 nM tunicamycin response; hit rate 0.23% among 360,000; reporter increase, % at 12.5 µM;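 active = mean luciferase reporter signal, scaled so untreated is 0 and the glycosylation-blocking control 100, at or above a set limit in every replicate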;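 also: luciferase carries N-glycosylation sites so blocking glycosylation raises the light; 0% = median of neutral control wells and 100% = median of 100 nM tunicamycin wells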
Vif inh: HIV Vif inhibition. inhibition, % at 7.49 µM. HEK293T cells, Vif self-association by quenched fluorescence, imaging, 24 h. AID 602346. hit rate 0.35% among 340,000; in the data active = inhibition above about 50%, passing the limit was not always enough; also: some results filed as inactive read as strong as hits
CaV13 FRET inh: Primary screen for inhibitors of IQ motif and Ca2+-dependent inactivation inhibitor domain binding in CACNA1D, Förster resonance energy transfer in living cells, …; hit rate 0.098% among 340,000; HEK cells, CFP/YFP FRET ICDI-IQ, plate reader, 10 min; percent FRET-ratio fall versus neutral wells; inhibition, % at 12.3 µM;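 active = mean replicate inhibition of at least 30% and at least 1% of replicates passing that level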;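 also: 0% = median of the neutral control wells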
ABCB6 inh MLPCN: inhibitors of human ABC transporter ABCB6 | fluorescence ratio to DMSO, % at 10 µM | hit rate 0.19% among 360,000 | K562-ABCB6 porphyrin accumulation, flow cytometry, 1 h; hits give low values | Q9NP58;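 active = fluorescence ratio to DMSO below 75%, the collection mean minus 3 SD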;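 also: signal is porphyrin accumulated inside mitochondria; 100% equals median channel fluorescence of DMSO control wells; lower ratio means ABCB6 inhibition with less porphyrin fluorescence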
MC4R ag barr: human MC4R agonism via beta-arrestin. U2OS MC4R beta-arrestin complementation, luminescence; percent of melanotan II response, DMSO zero. P32245. activation, % at 8.9 µM. hit rate 0.98% among 360,000;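 active = activation above a per-plate cutoff, the mean activation of sample wells on that plate plus 3 SD, cut at about 8% in these data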
* marks the source's active call; other numbers are inactive results; · = no result given. Compounds were not picked by outcome; 3.6% or so of the library scored in one or more.

SMILES	H9c2 protect	m5-HT2A agonist	PDI turbidity	MC4R antag cAMP	aDG glyco act	Glyco luc inh	Vif inh	CaV13 FRET inh	ABCB6 inh MLPCN	MC4R ag barr
CCNc1ccc(S(N)(=O)=O)cc1[N+](=O)[O-]	-0.2	-1.7	0.0	1.9	-0.1	0.7	3.5	-2.7	99.0	-2.2
CCc1ccc(CN(C)Cc2nc(Cc3ccccc3)no2)nc1	5.0	1.7	1.8	-2.0	0.0	-0.9	-2.8	-3.8	101.0	1.6
Cc1cccc(NC(=O)CN2C(=O)NC(C)(c3ccc4ccccc4c3)C2=O)n1 (stereo not drawn)	-2.5	0.6	-9.9	-10.6	0.0	12.5	0.1	-4.8	99.0	0.7
CC(C)(C)C1CCc2c(sc(NC(=O)C3CC=CCC3C(=O)O)c2C#N)C1 (stereo not drawn)	4.4	5.2	6.1	28.8*	0.0	2.0	6.2	-19.1	105.0	-0.9
CCCc1cc(=O)[nH]c(SCC(=O)c2[nH]c(C)c(C(=O)OCC)c2C)n1	2.8	4.5	-6.3	-1.5	0.2	0.7	-12.7	-1.3	103.0	1.6
CCOC(=O)c1sc(N2N=C(C)C(N=Nc3cccc(C)c3)C2=O)nc1C (stereo not drawn)	-4.5	-4.0	6.0	-5.7	0.1	-0.6	-1.6	6.4	102.0	-0.9
COc1ccc(CNC(=O)C2CCN(S(=O)(=O)c3ccc4c(c3)CC(C)N4C(C)=O)CC2)cc1 (stereo not drawn)	-9.4	0.7	-1.2	9.2	0.1	0.3	3.5	-5.1	106.0	0.0
CN(C)CCCNC(=O)C(=O)Nc1cc2c3c(c1)CCC(=O)N3CCC2	19.3	0.9	-3.5	1.5	-0.3	0.0	2.9	-6.8	102.0	-1.6
CC1(C)CC(=O)C(C=Nc2ccncc2)=C(O)C1	2.9	-4.7	5.3	8.1	0.0	1.6	·	-8.5	100.0	-1.9
COc1cccc(C(=O)Nc2nnc(-c3ccc(F)cc3)o2)c1	27.6	-2.7	-5.9	3.7	0.1	2.6	·	-6.1	98.0	-1.0
CCCS(=O)(=O)N1CCC(C(=O)NC2CCC(C)CC2)CC1 (stereo not drawn)	13.7	-2.8	3.4	-4.5	0.0	0.1	-5.1	-4.9	85.0	-2.7
CCc1nccn1CCC(=O)NC1CC(C)(C)Cc2c1cnn2-c1ccc(OC)cc1 (stereo not drawn)	0.2	0.7	-0.7	4.7	0.0	-1.9	-10.3	-1.7	101.0	-0.9
Cc1oc(-c2ccc(Cl)cc2)nc1CN1CCC(C(=O)NCc2ccco2)CC1	2.5	-9.2	-6.6	2.8	0.2	-2.9	-11.4	·	92.0	-1.6
CCOC(=O)[C@@H]1[C@H]2COc3cc(OC)ccc3[C@@H]2N2C(=O)N(c3ccc(C)cc3)C(=O)[C@]12C	9.0	2.1	1.2	0.7	0.2	-0.9	6.1	-10.1	100.0	-0.9
Cc1ccccc1C(=O)N1CCC(C(=O)N(CC(C)C)c2c(N)n(CC(C)C)c(=O)[nH]c2=O)CC1	0.9	2.5	-3.2	8.9	-0.2	1.3	-0.3	-3.0	98.0	-1.2
O=C(NC1CCCC1)C1c2ccccc2OCC(=O)N1CCc1ccccc1 (stereo not drawn)	·	-1.2	·	·	-0.2	·	·	-2.2	105.0	·
Cc1c(-n2cc(C(=O)O)c(=O)c3cc(F)c(N4CCCC(O)C4)c(F)c32)c(=O)n(-c2ccccc2)n1C (stereo not drawn)	6.3	2.0	-5.7	5.4	0.1	-1.1	·	-4.9	99.0	-2.1
O=C1c2ccccc2C(=O)N1CC#CCN1CCN(C(c2ccccc2)c2ccccc2)CC1	3.0	-8.5	1.0	16.9	-0.1	-2.1	-8.9	·	96.0	-2.4
CCCNC(=O)c1onc(CSc2ccc(Cl)cc2)c1C(=O)NCC1CC1	-5.0	-2.9	-6.0	3.8	-0.2	-2.2	7.5	5.9	95.0	-0.8
S=C(N/N=C/c1cccs1)NC1CC2CCC1C2 (stereo not drawn)	-7.7	-1.4	0.1	-1.0	-0.3	-1.5	-5.6	-5.0	98.0	-2.7

Three of the entries above in order of their number in PDI turbidity, highest first:
SMILES | m5-HT2A agonist | PDI turbidity | MC4R antag cAMP | aDG glyco act | Glyco luc inh | Vif inh | CaV13 FRET inh | ABCB6 inh MLPCN | MC4R ag barr
CCOC(=O)[C@@H]1[C@H]2COc3cc(OC)ccc3[C@@H]2N2C(=O)N(c3ccc(C)cc3)C(=O)[C@]12C | 2.1 | 1.2 | 0.7 | 0.2 | -0.9 | 6.1 | -10.1 | 100.0 | -0.9
CCNc1ccc(S(N)(=O)=O)cc1[N+](=O)[O-] | -1.7 | 0.0 | 1.9 | -0.1 | 0.7 | 3.5 | -2.7 | 99.0 | -2.2
CCCc1cc(=O)[nH]c(SCC(=O)c2[nH]c(C)c(C(=O)OCC)c2C)n1 | 4.5 | -6.3 | -1.5 | 0.2 | 0.7 | -12.7 | -1.3 | 103.0 | 1.6

(further entries)
SMILES	H9c2 protect	m5-HT2A agonist	PDI turbidity	MC4R antag cAMP	aDG glyco act	Glyco luc inh	Vif inh	CaV13 FRET inh	ABCB6 inh MLPCN	MC4R ag barr
COc1cc2c(cc1OC)C(c1ccc(-c3cc(Cl)ccc3Cl)o1)=NCC2	12.5	-7.9	-3.1	-10.1	0.3	-2.6	-14.2	·	98.0	1.1
CCOCCN1CCN(c2c(CC)c(C)nc3cc(-c4cc(OC)cc(OC)c4)nn23)CC1	73.3*	-3.9	-5.0	1.2	-0.6	-6.0	2.5	·	99.0	-0.5
COc1cc(NC(=S)N2CCCC2)cc(OC)c1	11.4	-1.4	-1.7	18.2	-0.1	0.8	6.3	-5.7	97.0	0.0
CCC1(CC)Nc2ccccc2C(=O)N1c1ccc(OC)cc1	-1.7	2.3	-2.9	-5.5	0.0	-6.2	7.9	-4.5	102.0	-1.8
COc1cc(-c2noc(CCC(=O)Nc3cccnc3)n2)cc(OC)c1OC	-2.5	-3.6	-3.0	7.5	0.4	2.7	7.1	0.0	100.0	-1.1
CCOc1ccc(OCCC(=O)OCC(=O)NC2CCCCC2)cc1	-2.0	-2.2	-4.5	15.2	0.1	1.3	·	-2.3	99.0	-1.4
COC(=O)c1sccc1NC(=S)Nc1cc(OC)ccc1OC	10.8	-0.3	0.5	14.8	0.0	2.0	1.6	-6.0	98.0	0.2
CCN(CC(=O)NCc1cccs1)C(=O)c1ccc(OC)c(S(=O)(=O)N2CCOCC2)c1	1.2	-1.5	9.5	9.2	-0.1	1.0	1.2	-4.8	103.0	-3.7
COc1ccc(C(C(=O)NCc2ccc(F)cc2)N(C(=O)c2csnn2)C2CC2)cc1 (stereo not drawn)	2.9	-11.0	4.8	8.6	0.2	0.4	7.2	-1.9	100.0	-1.9
CCN(CCCNC(=O)c1c(C)cc(=O)oc1C)c1ccccc1	7.2	-1.9	9.9	11.0	0.2	-2.8	-3.5	-4.6	104.0	0.8
CCNc1nc(NC(C)C)nc(N(C#N)CCOc2ccc(Cl)cc2Cl)n1	-15.1	-2.6	7.3	6.1	0.7	-2.0	-16.4	-5.1	99.0	0.7
Cc1ccc(NC(=O)c2nc[nH]c2C(=O)N2CCCCC2)c(C(=O)c2ccccc2)c1	4.3	5.2	6.1	-9.0	-0.2	0.7	8.3	-6.6	110.0	0.7
C=CCOc1ccc(/C=C/C(=O)OCC(=O)NCC2CCCO2)cc1 (stereo not drawn)	-5.5	6.4	6.2	3.3	-0.1	-0.8	14.5	-3.1	97.0	-1.9
Cc1ccc(S(=O)(=O)N2C[C@H]3[C@H]4C(=O)N(c5ccccc5)C(=O)[C@H]4CC(=O)[C@H]3[C@@H]2c2ccccc2F)cc1	-3.2	1.4	·	·	0.1	1.2	·	-6.9	102.0	·
CC(=O)c1cc2c(cc1NC(=O)c1cnc(C)cn1)OCO2	2.1	-3.5	-7.6	2.8	-0.1	7.1	-5.6	-5.5	95.0	-1.3
COc1ccc(CN(C)Cc2nc(Cc3ccccc3Cl)no2)cc1OC	-9.1	-1.9	-12.8	-1.2	0.9	-3.8	-1.0	-6.3	98.0	-2.7
COC(=O)C1=C(C)NC(=O)C1(Nc1ccc(Cl)cn1)C(F)(F)F (stereo not drawn)	-0.5	-5.8	-2.4	13.0	1.4	-0.5	1.6	-4.4	102.0	-2.3
COC(=O)C1=C(C)N=C2SC(C)C(=O)N2C1c1cccs1 (stereo not drawn)	12.7	7.0	3.1	9.0	0.1	0.9	9.0	-3.2	108.0	0.8
COc1cc(OC)cc(C(=O)NCCCCc2ccccc2)c1	-6.8	3.3	-6.5	-0.8	0.3	-2.1	-3.9	-4.5	96.0	-0.3
Clc1ccc(OCCSc2ncccn2)cc1	-13.3	-0.6	-2.6	-6.2	-0.2	-3.7	-1.9	-8.0	100.0	-0.3
COc1cccc(NC(=O)c2ccccc2Oc2ccccc2)c1	-1.3	-4.0	-2.6	3.2	0.2	-2.1	-4.3	-4.5	93.0	0.2
Cc1cc(C(=O)N/N=C/c2ccc(Cl)c([N+](=O)[O-])c2)c(C)n1-c1ccc(F)cc1	1.9	-1.4	-4.6	4.0	-0.2	-3.9	-7.1	-3.2	98.0	0.5
O=C(Oc1cccc2c(O)cccc12)c1ccco1	-5.1	7.7	-3.6	0.7	-0.1	2.7	-0.7	-2.6	96.0	-0.1
O=C(CNC(=O)[C@@H]1Cc2ccccc2CN1)Nc1ccc2c(c1)OCCO2	-5.4	-2.2	-3.7	-0.5	-0.2	-9.8	-4.1	-15.3	92.0	-3.2
COc1ccc(OC)c(NC(=O)Nc2nc(CN(C)C)cs2)c1	7.5	-8.0	-2.6	1.5	0.1	0.4	12.7	-4.5	100.0	-1.2
N#CC1(NC(=O)CSc2nc3ncc(Cl)cc3[nH]2)CCCCC1	-3.0	-1.3	7.8	1.2	0.1	-1.1	-13.7	-5.6	97.0	-3.6
O=C(Nc1c(F)cccc1F)C(c1ccccc1)c1ccccc1	0.5	-4.8	-0.1	12.5	0.1	-3.3	-3.8	-4.4	102.0	1.4
O=S(=O)(c1cccs1)n1cccn1	1.0	-4.3	-4.0	2.5	0.0	0.0	-4.4	-6.0	99.0	-1.7
O=C(CNc1ccc(F)cc1)N/N=C/C1CC=CCC1 (stereo not drawn)	4.6	-2.2	-0.6	-1.0	0.0	0.6	-8.6	-3.9	97.0	1.1
CC12CCC3c4ccc(O)c([N+](=O)[O-])c4CCC3C1CCC2=O (stereo not drawn)	-2.7	1.2	3.1	-0.8	0.1	0.8	6.0	-5.5	96.0	1.0
Cc1nnc(N(C)C(=O)c2ccncc2)s1	3.5	3.7	0.4	11.6	-0.2	0.8	13.1	3.7	98.0	0.4
CCCCN(CC)CCCNC(=O)c1ccc(CS(=O)(=O)c2c(Cl)cccc2Cl)o1	7.5	2.6	-1.9	7.8	0.1	-1.0	·	-4.5	99.0	0.3
CC1CCc2cc(F)ccc2N1C(=O)CCC(=O)O (stereo not drawn)	6.9	3.8	19.0	-4.8	-0.1	3.9	·	-5.1	101.0	-1.1
